From PubChem BioAssay
Myeloid diff 2 = induction of myeloid progenitor differentiation, primary screen, cell-based, flow cytometry, MLPCN library; calls only at 10 µM; actives 1% (n = 360,000); ER-HoxA9 myeloid progenitors, lysozyme-GFP differentiation; AID 624256, 2012;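 active = normalized GFP-positive differentiation at or above the plate's own cutoff, the solvent-only control mean plus 3 SD; inconclusive = no clear call, values can overlap the other calls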;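 note: cells exposed to compound for four days before flow analysis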
Hep lipid drop = inhibitors of hepatocyte lipid droplet formation, primary screen, imaging, high-throughput imaging, BODIPY stain; AML12 mouse hepatocytes, oleate lipid droplets; inhibition, % at 6.5 µM; actives 0.4% (n = 240,000); AID 1656, 2009;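 active = lipid droplet intensity inhibited by at least 50%, with more than 500 cells counted; inconclusive = wells with under 300 cells, treated as cytotoxic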
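Assay system: AML12 mouse liver cells | Compound: 6.5 µM single-point dosing | Schedule: Overnight exposure | Technique: Fluorescence imaging, 20x objective, two fields per well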
K1F lysis inhibition = inhibition of K1F phage lysis, E. coli UTI89, bacterial capsule biogenesis inhibitors, alamar blue (AID 488966). E. coli UTI89 K1F phage lysis, alamar blue, 2 h; higher % means a stronger effect. inhibition, % at 100 µM, or IC50 in µM where a hit was titrated. actives 0.02% (n = 340,000);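 active = phage lysis inhibition, versus mean bacterial control, above a set limit; inconclusive = no clear call, values can overlap the other calls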;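 note: capsule biogenesis inhibitors block K1F phage lysis so surviving cells raise fluorescence; higher fluorescence means more inhibition of phage lysis; actives were called in the ten point dose series up to 300 µM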
Hep lipid drop cells 6.5 µM = also measured in Hep lipid drop; calls as there; cell count; measured here: cell count, cytotoxicity flag;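 cells counted across two imaged fields per well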
Myeloid diff 2 GFP+ MAC1+ % = further read-out of Myeloid diff 2, marked with its call; GFP+ MAC1+ double positive, %; measured here: differentiation confirmed by MAC1 staining
The depositor's hits bear a star; i = inactive; ? = inconclusive; nt = no result given; + = active, no number; [ ] = dose if it differs, or a comment. A portion of the library; the hit share may differ from the screen's.

SMILES	Myeloid diff 2	Myeloid diff 2 GFP+ MAC1+ %	Hep lipid drop	Hep lipid drop cells 6.5 µM	K1F lysis inhibition
CN(C)S(=O)(=O)N1CCC(Oc2ccc(C(=O)N3CCCCCCC3)cc2)CC1	?	nt	23	692	-0.2%
CC1=C(C)CC(C(=O)NC2CCCC2)C(C(=O)O)C1 (stereo unspecified)	i	1.2	14	885	0.1%
CN1C(=O)[C@H]2[C@@H](c3ccc(F)cc3)N3C(=O)c4ccccc4NC(=O)[C@@]3(C)[C@H]2C1=O	i	0.6	-8	764	1.0%
CC1=C(C(=O)Nc2cccc(C(=O)N3CCC(C(N)=O)CC3)c2)SCCO1	i	3.3	-1	706	0.3%
Cc1ccc(S(=O)(=O)c2ccc(NC(=O)c3c(F)cccc3F)cc2)cc1	i	1.1	-3	751	0.4%
CCOc1ccc(C(C)=O)cc1Cn1c(=O)oc2ccccc21	i	0.4	-46	822	-0.1%
Cc1ccc(NS(=O)(=O)c2ccc3c(c2)NC(=O)CO3)cc1Cl	i	1.4	-18	797	-0.2%
Cc1ccc(N(C)S(=O)(=O)c2cc(-c3cnc(C4CC4)o3)ccc2C)cc1	?	nt	-81	669	1.5%
COC(=O)[C@@H](Cc1ccccc1)NC(=O)[C@H]1CCC(=O)N1C(=O)OCc1ccccc1	i	2.6	46	804	7.2%
CCCCSCCCNC(=O)c1cn(C)c2ccc(S(=O)(=O)N3CCCC3)cc2c1=O	i	4.9	-2	663	0.2%
COc1ccc(Cl)cc1N(C(=O)c1ccco1)C(C(=O)NC1CCCC1)c1ccncc1 (stereo unspecified)	i	1.0	-16	802	0.1%
Cc1nc(N)sc1-c1csc(Nc2cccc(O)c2)n1	i	0.8	-2	813	0.2%
Cc1cccc(C(=O)C2CCN(S(=O)(=O)c3ccc(C(=O)O)cc3)CC2)c1	i	0.1	8	796	0.1%
COc1ccc(NC(=O)C2C3C=CC4(O3)C2C(=O)N(CCN2CCCCC2)C4C(=O)NC2CCCCC2)cc1 (stereo unspecified)	i	1.0	5	796	0.1%
CC1CC(C)CN(C(=O)C2CCCN(c3ncnc4c3nc3n4CCCCC3)C2)C1 (stereo unspecified)	i	0.3	-1	805	0.4%

Gathered by group: those above with four or more nitrogen atoms
SMILES	Myeloid diff 2	Myeloid diff 2 GFP+ MAC1+ %	Hep lipid drop	Hep lipid drop cells 6.5 µM	K1F lysis inhibition
Cc1nc(N)sc1-c1csc(Nc2cccc(O)c2)n1	i	0.8	-2	813	0.2%
COc1ccc(NC(=O)C2C3C=CC4(O3)C2C(=O)N(CCN2CCCCC2)C4C(=O)NC2CCCCC2)cc1 (stereo unspecified)	i	1.0	5	796	0.1%
CC1CC(C)CN(C(=O)C2CCCN(c3ncnc4c3nc3n4CCCCC3)C2)C1 (stereo unspecified)	i	0.3	-1	805	0.4%

Quoted from the listing (six entries):
SMILES	Myeloid diff 2	Myeloid diff 2 GFP+ MAC1+ %	Hep lipid drop	Hep lipid drop cells 6.5 µM	K1F lysis inhibition
CCOc1ccc(C(C)=O)cc1Cn1c(=O)oc2ccccc21	i	0.4	-46	822	-0.1%
Cc1ccc(NS(=O)(=O)c2ccc3c(c2)NC(=O)CO3)cc1Cl	i	1.4	-18	797	-0.2%
Cc1ccc(N(C)S(=O)(=O)c2cc(-c3cnc(C4CC4)o3)ccc2C)cc1	?	nt	-81	669	1.5%
COC(=O)[C@@H](Cc1ccccc1)NC(=O)[C@H]1CCC(=O)N1C(=O)OCc1ccccc1	i	2.6	46	804	7.2%
CCCCSCCCNC(=O)c1cn(C)c2ccc(S(=O)(=O)N3CCCC3)cc2c1=O	i	4.9	-2	663	0.2%
COc1ccc(Cl)cc1N(C(=O)c1ccco1)C(C(=O)NC1CCCC1)c1ccncc1 (stereo unspecified)	i	1.0	-16	802	0.1%

More records:
SMILES	Myeloid diff 2	Myeloid diff 2 GFP+ MAC1+ %	Hep lipid drop	Hep lipid drop cells 6.5 µM	K1F lysis inhibition
O=C(/C=C/c1c(F)cccc1Cl)NCc1ccc2c(c1)OCO2	i	0.7	-6	822	0.4%
CCn1nc(C(=O)NCC(c2cccs2)N2CCOCC2)c2ccccc2c1=O (stereo unspecified)	i	0.8	-2	871	0.6%
O=C(CCc1ccccc1)N=C1SC2CS(=O)(=O)CC2N1c1ccccc1F (stereo unspecified)	i	1.9	1	708	0.9%
CCCCCOC(=O)C1=C(C)NC(=O)NC1c1ccc([N+](=O)[O-])cc1 (stereo unspecified)	i	0.9	-7	778	-0.6%
CC(=O)NC(Cc1cccc(F)c1)C(=O)NC1CCN(C(=O)Nc2ccccc2)CC1 (stereo unspecified)	i	2.2	4	788	0.1%
CC(C)CCOP(=O)(c1ccc(N(C)C)cc1)C(O)c1ccc(Cl)cc1Cl (stereo unspecified)	i	0.1	-8	723	-0.2%
CCNC(=S)NNC(=O)Cn1c(=O)c2c(ncn2CCOC)n(Cc2ccccc2)c1=O	i	1.0	-7	777	-0.1%
CC(C)CN1CCC(=O)N(CCO)CC1	i	0.5	2	826	0.3%
CCOc1ccc(N(CC(=O)NC2CC3CCC2C3)S(=O)(=O)c2ccccc2)cc1 (stereo unspecified)	i	4.6	-10	697	0.3%
Cc1cccc(OCC(O)Cn2ccnc2C)c1 (stereo unspecified)	i	0.4	3	821	-0.7%
COc1ccc(-n2nc(C(=O)NCC(=O)N3CCN(c4ccccc4)CC3)c3ccccc3c2=O)c(OC)c1	i	1.1	-1	758	0.6%
COc1ccccc1-c1nc(SCC(=O)N2CCOCC2)n[nH]1	i	0.7	-14	803	0.3%
COc1ccc(N2CCN(C(=O)C3CCN(C(=O)c4ccc([N+](=O)[O-])cc4)CC3)CC2)cc1	i	0.6	-17	778	1.4%[50 µM]
Cc1cccc(NC(=O)CSCc2cc(=O)n3ccsc3n2)c1C	i	2.4	22	742	0.3%
CCOC(=O)N1CCN(C(=O)CNC(=O)c2ccc(Br)o2)CC1	i	0.5	5	751	2.5%
COc1ccc(C(=O)NCCN2CCN(C(=O)c3ccc(OC)cc3)CC2)cc1	i	1.5	-1	870	-0.4%[50 µM]
Nn1cnc2scc(-c3ccc(Cl)cc3)c2c1=O	i	0.7	-9	811	0.0%
Cc1cc(N2C(=O)c3ccc(C(=O)Nc4ccccc4O)cc3C2=O)no1	i	1.0	-6	856	0.7%[50 µM]
COc1ccccc1NC(=O)c1ccc(N2CC3CC(C2)c2cccc(=O)n2C3)c(NC(=O)c2ccncc2)c1 (stereo unspecified)	i	1.8	-15	681	1.3%
COc1ccc(NC(=O)CN(C)C(=O)CNC(=O)c2cccs2)cc1	i	1.1	-6	838	0.0%
CN(C(=O)COC(=O)/C=C/c1ccc(C(F)(F)F)cc1)C1CCS(=O)(=O)C1 (stereo unspecified)	i	1.5	6	805	0.2%[50 µM]
O=C(c1ccco1)N1CCN(S(=O)(=O)c2ccccc2)CC1	i	0.2	0	750	-2.5%
O=C(CSc1nnnn1-c1cccc2ccccc12)Nc1ccc(C(=O)O)cc1	i	0.6	4	858	1.0%
CS(=O)(=O)c1ccc2nc(NC(=O)c3ccc(Cn4cc(Br)cn4)o3)sc2c1	i	4.2	11	762	0.1%
CCc1ccc(NC(=O)CSc2nnnn2C)cc1	i	0.9	-2	687	0.0%
CCN(CC)c1ccc(NC(=O)CN(C)Cc2cccs2)cc1	i	4.1	-29	691	0.5%
COc1ccc(Cl)cc1NS(=O)(=O)c1cccc(C(=O)NCC2(N(C)C)CCCCC2)c1	i	0.4	4	651	-0.1%
Oc1ccc(/C=N/N2CCN(Cc3ccccc3)CC2)cc1	i	0.3	-2	762	0.2%
COc1cc(C(=O)N(CCN(C)C)CC2CCCN(Cc3ccccc3F)C2)ccc1C (stereo unspecified)	i	0.0	-2	761	0.3%
COCc1nnc(NC(=O)C2CCN(C(=O)c3ccco3)CC2)s1	i	0.4	-3	813	-0.1%
COCCn1c(SCC(=O)Nc2ccc(OC)cc2)nnc1-c1ccoc1C	i	0.6	-3	799	0.2%
O=C(Cc1cccc(C(F)(F)F)c1)OCN1C(=O)c2ccccc2C1=O	i	3.2	6	754	0.0%
CCCn1c(=O)c(C(=O)NNC(=O)c2ccc(Cl)cc2Cl)c(O)c2ccccc21	i	2.2	7	648	0.5%
Cc1cc(=O)[nH]c(N/N=C/c2c(C)nn(-c3ccccc3)c2Cl)n1	i	0.0	5	705	0.1%
CCN1C(=O)N(CC)c2cccc3cccc1c23	i	0.6	2	867	1.6%
CCOc1ccc2nc(SCC(=O)Nc3cc(C)on3)c(C)cc2c1	i	0.6	11	728	0.0%
C/C(=N\OCC(=O)OC(C)C(=O)Nc1ccc(C(N)=O)cc1)c1ccc2c(c1)OCO2 (stereo unspecified)	i	4.1	-2	834	2.0%[50 µM]
NC(=O)c1ccccc1OCc1nnc(-c2ccccc2Br)o1	i	0.7	11	785	0.4%
Cc1c(NC(=O)c2cccs2)cccc1NC(=O)c1cccs1	i	1.1	-17	683	0.0%
COc1cccc(N2CCN(c3nc(C)cc(=O)[nH]3)CC2)c1	i	0.9	4	832	0.0%
N#Cc1nc(-c2ccccc2)oc1N1CCC(C(N)=O)CC1	i	0.5	7	855	-0.1%
CCC1CCCCN1C(=O)CSc1nc(N)cc(=O)[nH]1 (stereo unspecified)	i	2.9	-2	798	0.1%
CCn1cc(CN2CCC(n3nccc3NC(=O)CCCc3ccccc3)CC2)cn1	i	0.8	23	791	0.1%
CS(=O)(=O)N1CCC(C(=O)NNC(=O)Nc2ccc(F)c(Cl)c2)CC1	i	2.0	-2	865	1.4%[50 µM]
Cc1ccc(C(=O)Nc2ccc(NC(=O)c3ccco3)c(C)c2)cc1	i	0.5	-3	762	0.4%
O=C(Nc1cccc(C(=O)Nc2ccc(Cl)cn2)c1)c1ccccc1	i	0.6	9	902	0.1%
Cc1ccc([C@@H]2[C@@H]3C(=O)N(c4ccccc4)C(=O)[C@@H]3[C@]3(Cc4ccccc4)C(=O)N(CC4CC4)CC(=O)N23)o1	i	0.8	-2	789	1.0%
CCN(CC)S(=O)(=O)c1ccc2c(c1)nc(-c1ccccn1)n2C	i	0.3	5	779	0.1%
O=C(CSc1ccccc1)N1CCN(S(=O)(=O)c2ccccc2)CC1	i	3.1	-10	848	-1.2%[50 µM]
CN(C)/C=C/C(=O)c1ccc([N+](=O)[O-])c(CS(=O)(=O)c2ccccc2)c1	i	0.9	5	825	0.0%
CNC(=O)NC(=O)C(c1ccccc1)N(C)CC1COc2ccccc2O1 (stereo unspecified)	i	2.4	-33	751	0.0%
CCc1noc(C)c1C(=O)N(CCOC)c1c(N)n(CC(C)C)c(=O)[nH]c1=O	i	0.7	8	839	0.1%
O=C(NCc1ccc(Cl)c(Cl)c1)c1ccc2c(c1)OCO2	i	0.5	0	838	-0.1%
CCCCc1nc2cc(C(=O)NCc3nccn3CC)ccc2o1	i	0.9	33	701	0.4%
CCNC(=S)NNC(=O)CCc1nc2cc(Cl)ccc2n(Cc2ccccc2)c1=O	+	11*	-4	894	0.1%
CCN(CC)c1ccc(C=Nc2cccnc2Cl)c(O)c1	i	0.4	2	833	0.1%
COCCCNS(=O)(=O)c1cc2c3c(c1)C(C)C(=O)N3CCC2 (stereo unspecified)	i	1.6	3	796	-1.6%
CCOC(=O)C1CCN(C(=O)COC(=O)CN(C)S(=O)(=O)c2ccc(NC(C)=O)cc2)CC1	i	0.0	11	765	-0.6%[50 µM]
CCOc1ccccc1CNC(=O)CCCC(=O)n1nc(C)c2ccccc21	i	1.6	-24	761	0.2%
O=C(NCc1ccccc1)C1CCC(=O)N(CC2CCCCC2)C1 (stereo unspecified)	i	5.6	23	669	0.2%

Carrying on.
SMILES	Myeloid diff 2	Myeloid diff 2 GFP+ MAC1+ %	Hep lipid drop	Hep lipid drop cells 6.5 µM	K1F lysis inhibition
COc1ccc(OC)c(NC(=O)CCCC(=O)NC2CCCCC2)c1	i	0.7	8	867	0.1%
Cc1ccc(O)c(NC(=O)c2ccc3c(c2)C(=O)N(Cc2ccco2)C3=O)c1	?	nt	-18	647	0.0%[50 µM]
Cc1cc2ncn(-c3ncccc3[N+](=O)[O-])c2cc1C	i	1.3	2	758	0.1%
CCCS(=O)(=O)Nc1cccc(-c2cn3c(n2)SCC3)c1	i	0.0	2	752	0.4%
COc1ccc(C)cc1NC(=O)CN1C(=O)CSc2ccc(S(=O)(=O)N3CCCC3)cc21	i	0.0	-9	691	0.3%
COc1cc(/C(C)=N/N2CCN(c3ccccc3OC)CC2)ccc1O	i	0.2	-41	756	0.4%
CCOC(=O)c1sc(NC(=O)c2ccoc2C)c(C(N)=O)c1C	i	0.6	-5	641	0.1%
COc1ccc(-c2nc(NCCCN(C)C)c3ccccc3n2)cc1	i	0.6	-17	730	5.5%
CSc1ccc(CN2CCN(C(=O)CC(C)C)CC2)cc1	i	1.0	-12	820	0.2%
CCOCCCNC(=O)CN1C(=O)c2ccccc2Sc2ncccc21	i	1.1	-4	796	-0.1%
COc1ccc(NC(=O)N2CCN(S(=O)(=O)c3ccc(F)cc3)CC2)c(OC)c1	i	0.5	-14	569	1.0%[50 µM]
COc1ccccc1NC(=O)c1sc(Cl)nc1C	i	0.5	3	828	-0.4%
